Compound activity from PubChem.
SRC1 TRFRET art – TR-FRET artefact, counter-screen to PPARgamma/SRC-1 agonist assay; TR-FRET detection artefact counter-screen, emission ratio; hits give high values; TR-FRET ratio at 8 µM; 0.34% of 99,000 active; in the data active means TR-FRET ratio above about 2300; further: inactives centre near 1800; reference of the scale not given here
SRC3 TRFRET art – flags TR-FRET format artefacts in PPARgamma SRC-3 recruitment agonist screen | TR-FRET ratio at 8 µM | 0.39% of 99,000 active | TR-FRET artefact counter-screen, PPARgamma/SRC-3 format; hits give high values; in the data active means TR-FRET ratio above about 2000; further: inactives centre near 1600; reference of the scale not given here
An asterisk follows results filed as active.

Below each SMILES – SRC1 TRFRET art	SRC3 TRFRET art
COc1ccccc1CNC(=O)CSc1nc2ccccc2c(=O)n1CCCN1CCOCC1
→ 1777	1622
CC(=O)OCC1(C)CN(c2ccccc2)NC1=O (stereo not drawn)
→ 2043	1748
O=C(Nc1ccc(F)cc1)c1cccc(N2C(=O)C3C4CCC(C4)C3C2=O)c1 (stereo not drawn)
→ 1960	1523
CSc1ccccc1NC(=O)Cc1ccc(Br)cc1
→ 1391	1354
CCC(C)N1CC23C=CC(O2)C(C(=O)OC)C3C1=O (stereo not drawn)
→ 1793	1599
CCOc1ccc(Br)cc1CSC(=N)N
→ 2023	1580
O=C(N/N=C/c1cn(CCOc2ccccc2)c2ccccc12)c1ccncc1
→ 1734	1412
Cc1cc(C)cc(N(C(=O)c2cc3ccccc3oc2=O)C2C=CS(=O)(=O)C2)c1 (stereo not drawn)
→ 1913	1760
COC(=O)c1c(NC(=O)C2C3C=CC(CC3)C2C(=O)O)sc(C)c1C (stereo not drawn)
→ 1614	1395
Cc1nc2ccccc2c(=O)n1NC(=O)c1ccc([N+](=O)[O-])cc1Cl
→ 1852	1501

Following part
Below each SMILES – SRC1 TRFRET art	SRC3 TRFRET art
O=C(CSc1nc(C2CCCCC2)n(-c2ccccc2)n1)NCC(F)(F)F
→ 1745	1604
O=C(CN1CCOCC1)Nc1ccccc1Sc1ccc(Cl)cc1
→ 1887	1567
Cc1ccc(Cl)cc1N1CCN(C(=O)CCS(=O)(=O)c2cccc3nonc23)CC1
→ 1605	1475
O=C(NCc1nnc(SCC(=O)N2CCOCC2)o1)c1ccccc1F
→ 1802	1597
Cc1ccc(/C=C/c2ccc(=O)n(Cc3ccc(F)cc3)n2)cc1
→ 1613	1687
COc1cc2nc(CSc3ncn[nH]3)[nH]c(=O)c2cc1OC
→ 1514	1504
COc1ccc(NC(=O)Cn2c(-c3ccccc3)cc(C(C)=O)c2C)c(OC)c1
→ 1989	1462
COc1cc(C(=O)NCCC(=O)N2CCN(C)CC2)cc(OC)c1OC
→ 1938	1590
CN(CC1CCOCC1)C(=O)CC1C(=O)NCCN1CC1CCCCC1 (stereo not drawn)
→ 1952	1601
S=C(NCCc1ccccc1)N1CCCCC1
→ 1836	1448

Following part.
Below each SMILES – SRC1 TRFRET art	SRC3 TRFRET art
O=C(COc1ccccc1[N+](=O)[O-])Nc1cccnc1
→ 1695	1616
CC(=O)NCCc1nc2cc(NC(=O)c3ccccc3)ccc2n1C
→ 1860	1658
O=C(NNS(=O)(=O)c1ccc(Cl)cc1)c1cccs1
→ 1897	1247
COc1ccc(/C=C/C(=O)c2ccncc2)c2ccccc12
→ 1643	1370
O=C(NCCNC1CCC(c2ccccc2)CC1)c1cccs1 (stereo not drawn)
→ 1483	1514
COc1cccc2c1OCC/C2=N\NC(=O)C(C)Oc1ccc([N+](=O)[O-])cc1 (stereo not drawn)
→ 1728	1604
CC(=O)Nc1ccc(-c2csc(Nc3cc(C)ccn3)n2)cc1
→ 1702	1649
CCOC(=O)c1cn2ccc(C)cc2n1
→ 1648	1512
COc1ccc(-n2c(C)cc(/C=C3/SC(=O)N(CC(=O)N4CCOCC4)C3=O)c2C)cc1
→ 1730	1469
CCOC(=O)N1CCN(S(=O)(=O)c2ccc(C(=O)Nc3nnc(C4CC4)o3)cc2)CC1
→ 1847	1695

Later entries
Below each SMILES – SRC1 TRFRET art	SRC3 TRFRET art
Cc1n[nH]c(=S)n1/N=C/c1cccc(OCc2ccccc2)c1
→ 2138	1706
O=C(Nc1cccc2ccccc12)c1cnccn1
→ 1681	1521
O=C(NCc1ccco1)C(=O)NCC1OCCCN1S(=O)(=O)c1ccccc1 (stereo not drawn)
→ 1634	1445
Fc1ccc(-c2nc3ccccn3c2NCc2ccc3c(c2)OCO3)cc1
→ 1616	1545
C/C(Cl)=C\Cn1c(O)c(N=O)c2ccccc21
→ 2020	1496
COc1cccc(NC(=O)c2ccc(Cn3cc([N+](=O)[O-])cn3)o2)c1
→ 2072	1557
CSc1ccc(OC2CCCCC2NS(=O)(=O)c2ccccc2)cc1 (stereo not drawn)
→ 1689	1420
CCn1c(CNC(=O)Cc2ccc(OC)cc2)n[nH]c1=S
→ 1865	1586
O=C1/C(=C/c2ccco2)SC(=S)N1C1CCS(=O)(=O)C1 (stereo not drawn)
→ 1901	1549
CCc1ccc(OCC(=O)c2c(O)c3ccccc3oc2=O)cc1
→ 1736	1782

Carrying on:
Below each SMILES – SRC1 TRFRET art	SRC3 TRFRET art
O=[N+]([O-])c1ccccc1OCc1nc(-c2cccs2)no1
→ 1486	1440
Cc1ccc(S(=O)(=O)N(CCC#N)C2CCCCC2)c2nsnc12
→ 1638	1691
CNC(=S)N1CCN(C(=O)c2ccco2)CC1
→ 2024	1658
Cc1ccc2ncnc(Nc3ccccc3)c2c1
→ 1549	1726
COc1ccc(N(CC(=O)N2CCc3ccccc3C2)S(=O)(=O)c2ccccc2)cc1
→ 1901	1640
COc1ccc(-n2c(C)nc3c(cnn3-c3ccccc3)c2=O)cc1
→ 1864	1379
COc1ccccc1N/C=C(\C#N)c1nc2ccccc2[nH]1
→ 1797	1561
Nn1c(SCC(=O)Nc2ccc3c(c2)OCO3)nnc1C(F)(F)F
→ 1877	1768
COc1ccc(OC)c(NC(=O)Nc2nnc(N3CCC(C)CC3)s2)c1
→ 1823	1582
NC(=O)c1cc(-c2ccncc2)nc2ccc(Cl)cc12
→ 1656	1651

(list continues)
Below each SMILES – SRC1 TRFRET art	SRC3 TRFRET art
COc1ccc(Nc2nc3c(c(=O)n(C)c(=O)n3C)n2CCO)cc1
→ 1939	1576
CN(C)C(=O)/C(=C/c1cn(-c2ccccc2)nc1-c1cccc([N+](=O)[O-])c1)NC(=O)c1ccccc1
→ 1663	1551
O=C(NCc1cccs1)c1cccc(S(=O)(=O)N2CCCCC2)c1
→ 1819	1666
COc1ccc(N/N=C(/C(N)=O)C2=NC(C)(C)Cc3ccccc32)cc1
→ 1722	1486
COCCN(C(=S)Nc1ccc(C)c(C)c1)C(C)c1ccco1 (stereo not drawn)
→ 1708	1454
O=C(N/N=C/c1ccc2c(c1)OCO2)C(O)c1ccccc1 (stereo not drawn)
→ 1439	1286
CC(C)c1ccc(/C=N\NC(=O)c2ccc(Cn3cccn3)o2)cc1
→ 1711	1481
CN(C)S(=O)(=O)c1cc(NC(=O)COC(=O)C2CSC3(C)CCC(=O)N23)ccc1Cl (stereo not drawn)
→ 1848	1554
COc1ccc(S(=O)(=O)N2CCOCC2)cc1NC(=O)Cc1ccccc1Cl
→ 1759	1783
C#Cc1ccc([C@@H]2C=C(C(=O)OCC=C)O[C@H](OCC)[C@H]2CCCO)cc1
→ 1534	1374

Next section:
| mol | SRC1 TRFRET art | SRC3 TRFRET art |
| --- | --- | --- |
| Cc1cccc(OCC(=O)N2CCN(C(=O)c3ccco3)CC2)c1 | 1908 | 1556 |
| CCCOc1ccc(C2c3c(oc4cc(C)c(C)cc4c3=O)C(=O)N2CCCN(C)C)cc1OCC (stereo not drawn) | 1792 | 1516 |
| CCN1C(=O)/C(=C2/C=Cc3ccccc3N2CC)SC1=S | 1814 | 1660 |
| CCC(C(=O)Nc1cc(C(=O)O)ccc1C)c1ccccc1 (stereo not drawn) | 1761 | 1437 |
| COC(=O)C1CCN(C(=O)c2ccc(Cl)c(S(=O)(=O)NCc3cccnc3)c2)CC1 | 1779 | 1521 |
| CN1CCN(c2ccc(-c3ccc4ccccc4n3)cc2)CC1 | 1898 | 1640 |
| O=C(O)CNC(=O)/C=C/c1c(Cl)cccc1Cl | 1798 | 1606 |
| COc1cc(OC)c(NC(=O)C(=O)CC(=O)c2ccc(C)cc2C)cc1Cl | 1989 | 1767 |
| CS(=O)(=O)N1CCC(C(=O)Nc2cccc(Cl)c2)CC1 | 1859 | 1597 |
| Cc1sc2c3ccsc3ccc2[n+]1C | 1894 | 1884 |
| CCN(CC)c1ccc(/C=N/N(c2ccccc2)c2ccccc2)c(O)c1 | 1781 | 1524 |
| O=c1c2nnn(-c3ccccc3)c2ncn1C/C=C/c1ccccc1 | 2004 | 1322 |
| Cc1ccc(OCCOc2cccc(Br)c2)c([N+](=O)[O-])n1 | 1873 | 1812 |
| CN(Cc1ccccc1)C(=O)COC(=O)CCNC(=O)c1ccccc1Cl | 1801 | 1527 |
| COc1ccc(C2CC(c3ccccc3)=NN2C(=O)COC(=O)c2cccnc2Cl)cc1 (stereo not drawn) | 1995 | 1691 |
| Cc1ccc(CSc2nnc(-c3cccc(S(=O)(=O)N4CCOCC4)c3)n2C2CCCC2)cc1 | 1697 | 1479 |
| O=C(NCc1ccncc1)c1nc(-c2cccs2)no1 | 1990 | 1402 |
| COc1ccc(N=Cc2cc(Cl)ccc2O)cc1Cl | 1982 | 1594 |
| CC(=O)Nc1ccc(N/C(C)=C/C(=O)c2cccnc2)cc1 | 1546 | 1519 |
| O=C(NCc1ccc(F)cc1)c1c2c(nc3ccccc13)CCC2 | 1699 | 1441 |
| NC1=NC(=O)C(Cc2cccc(Cl)c2)S1 (stereo not drawn) | 1796 | 1667 |
| CCCCC(=O)NCc1ccccc1Cl | 1713 | 1647 |
| Cc1ccc(C(=O)OCC(=O)NCCC2=CCCCC2)s1 | 1588 | 1508 |
| O=C(CSc1ccc(-c2ccccn2)nn1)N1CCCC1 | 1683 | 1465 |
| Cc1ccc(C(=O)c2ccc(O)cc2)cc1C | 1807 | 1453 |
| COC(=O)CSc1nnc(CNC(=O)c2ccccc2F)n1-c1ccc(F)cc1 | 1736 | 1510 |
| C=CCN(c1ccccc1)S(=O)(=O)c1ccc(Cl)c(C(=O)OCC(=O)c2[nH]c(C)c(C(C)=O)c2C)c1 | 1752 | 1793 |
| COc1cccc(-c2ccc(C#N)c(=O)[nH]2)c1 | 1792 | 1530 |
| Cc1ccc(S(=O)(=O)N2CCN(C(=O)C3CCCCC3)CC2)cc1 | 1900 | 1626 |
| O=C(O)CSc1ncnc2sc3c(c12)CCCC3 | 1837 | 1533 |

Next entries follow:
| mol | SRC1 TRFRET art | SRC3 TRFRET art |
| --- | --- | --- |
| COc1ccccc1C(=O)C1CCCN(C(=O)c2ccccn2)C1 (stereo not drawn) | 1841 | 1603 |
| CNC(=S)N1CCN(C(=O)C2CCCO2)CC1 (stereo not drawn) | 2045 | 1684 |
| O=C1c2ccccc2-c2c1cccc2C(=O)N(CCO)CCO | 1899 | 1553 |
| CCOc1ccc(C(=O)NCC(=O)OCC(=O)Nc2ccc(C)c(S(=O)(=O)N(C)C)c2)cc1 | 1638 | 1584 |
| CC(=O)Nc1cccc(NS(=O)(=O)c2cccc3nsnc23)c1 | 1861 | 1786 |
| CCn1c(CCC(=O)O)nc2cc(S(=O)(=O)N(C)C)ccc21 | 1925 | 1586 |
| CCOC(=O)c1c(-c2ccc(C)cc2)csc1NC(=O)C1CCCO1 (stereo not drawn) | 1733 | 1518 |
| CC(C)Oc1ccc(C(=O)/C(=C\c2cccs2)c2nc3ccccc3o2)cc1 | 1856 | 1595 |
| Cc1[nH]c2ccccc2c1SCC(=O)Nc1nccs1 | 1952 | 1700 |
| COc1ccc(N(CC2CO2)S(=O)(=O)c2ccccc2)cc1 (stereo not drawn) | 1727 | 1596 |
| CCOc1ccc(OCC)c(S(=O)(=O)NNC(=O)c2c(C)nc3ccccn23)c1 | 1728 | 1422 |
| COc1cccc(CN2CCN(c3nc4nonc4nc3N3CCCCC3)CC2=O)c1 | 1713 | 1658 |
| CN(Cc1cc2cc(F)ccc2[nH]1)Cc1nc(-c2cnccn2)no1 | 2116 | 1442 |
| COc1ccc(NC(=O)Nc2ccccc2SC)c(OC)c1 | 1628 | 1613 |
| CSc1ccc(CN2C(=O)NC3(CCCCCC3)C2=O)cc1 | 1627 | 1594 |
| Cc1ccc(-c2nnc(-c3ccc4c(c3)OCO4)o2)cc1 | 1736 | 1351 |
| CNC(=S)N(C)c1ccccc1 | 1716 | 1565 |
| CCOc1ccc(S(=O)(=O)NCCC(=O)OCC(=O)N2CC(=O)Nc3ccccc32)cc1 | 2049 | 1487 |
| O=C(Cc1ccc(Cl)cc1)Nc1ccc(NC(=O)c2ccccc2)cc1 | 1838 | 1643 |
| NC1=NS(=O)(=O)NC1c1ccc(F)cc1 (stereo not drawn) | 1562 | 1311 |
| CCOC(=O)c1sc(NC(=O)COc2ncnc3ccccc23)c(C(=O)OCC)c1C | 1729 | 1652 |
| Cc1cc(N2CCN(Cc3nc(-c4ccc(F)cc4)oc3C)CC2)cc(C)n1 | 1741 | 1596 |
| O=C1NC2(CCC3(CC2)OCCO3)NN1c1ccc(Cl)cc1 | 1684 | 1428 |
| S=C(Nc1ccccc1Cl)N1CCCCCC1 | 1592 | 1549 |
| O=C(N/N=C/c1cccc(OC(=O)c2ccco2)c1)c1ccc(F)cc1 | 1770 | 1375 |
| CCC(CC)NCc1ccc2c(c1)c1ccccc1n2CC | 1813 | 1717 |
| CCN1C(=O)C(CC(=O)Nc2ccccc2)N(Cc2ccccn2)C1=S (stereo not drawn) | 2076 | 1591 |

Reformatted as labelled records: 2 of the compounds above
Compound: COc1cccc(CN2CCN(c3nc4nonc4nc3N3CCCCC3)CC2=O)c1
  SRC1 TRFRET art = 1713
  SRC3 TRFRET art = 1658

Compound: COc1ccc(N=Cc2cc(Cl)ccc2O)cc1Cl
  SRC1 TRFRET art = 1982
  SRC3 TRFRET art = 1594

Molecules from the list above containing a nitro group on carbon:
| mol | SRC1 TRFRET art | SRC3 TRFRET art |
| --- | --- | --- |
| Cc1nc2ccccc2c(=O)n1NC(=O)c1ccc([N+](=O)[O-])cc1Cl | 1852 | 1501 |
| O=C(COc1ccccc1[N+](=O)[O-])Nc1cccnc1 | 1695 | 1616 |
| COc1cccc2c1OCC/C2=N\NC(=O)C(C)Oc1ccc([N+](=O)[O-])cc1 (stereo not drawn) | 1728 | 1604 |
| COc1cccc(NC(=O)c2ccc(Cn3cc([N+](=O)[O-])cn3)o2)c1 | 2072 | 1557 |
| O=[N+]([O-])c1ccccc1OCc1nc(-c2cccs2)no1 | 1486 | 1440 |
| CN(C)C(=O)/C(=C/c1cn(-c2ccccc2)nc1-c1cccc([N+](=O)[O-])c1)NC(=O)c1ccccc1 | 1663 | 1551 |
| Cc1ccc(OCCOc2cccc(Br)c2)c([N+](=O)[O-])n1 | 1873 | 1812 |

This is a subset; the hit share may differ from the screen's.
